Screening data from PubChem.
NALP1 yeast inh: NALP1 inhibition; 280,000 tested, 0.61% active; AID 2071; inhibition, % at 10 µM; S. cerevisiae NALP1/ASC/caspase-1 growth, X-gal OD620, 72 h; in the data active = inhibition mostly above about 24%, no sharp cut-off; inactive = mostly below about 32%; also: some compounds called inactive have numbers as strong as hits
GPR7 antagonist: human neuropeptides B/W receptor 1 antagonism; inhibition, % at 4.4 µM; 290,000 tested, 1.1% active; P48145; AID 1861; GPR7-expressing cells, fluorescence antagonist assay; in the data active = inhibition above about 16%, passing the limit was not always enough;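 also: cells stimulated with the agonist NPW; 0% = agonist with vehicle and 100% = vehicle without agonist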
Target sequence (P48145 whole entry, looked up): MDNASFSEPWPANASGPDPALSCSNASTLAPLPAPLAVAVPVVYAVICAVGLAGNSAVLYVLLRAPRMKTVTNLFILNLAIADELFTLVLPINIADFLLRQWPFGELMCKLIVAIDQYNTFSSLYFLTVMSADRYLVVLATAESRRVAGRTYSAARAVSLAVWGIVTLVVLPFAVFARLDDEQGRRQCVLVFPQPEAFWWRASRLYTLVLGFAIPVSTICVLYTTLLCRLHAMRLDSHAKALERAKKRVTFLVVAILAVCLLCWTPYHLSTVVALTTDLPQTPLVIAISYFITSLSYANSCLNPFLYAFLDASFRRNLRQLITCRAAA
MEKK2mut PB1 HTS: signal of MEK5 binding to mutant human MEKK2 PB1 domain; bead flow cytometry, Alexa488-MEK5 binding to MEKK2 mutant; 290,000 tested, 0.35% active; percent response, % at 10 µM; AID 1530; in the data active = percent response above about 24%, passing the limit was not always enough; also: inactives centre near 1; some results filed as inactive read as strong as hits
V1aR counter: counter-screen for oxytocin receptor agonists: human V1a receptor agonists; AID 2797; CHO-V1R cells, Fluo-8 calcium fluorescence, agonist mode; 0% DMSO, 100% 3 nM vasopressin; 320,000 tested, 0.25% active; activation, % at 3 µM;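 active = activation above the mean activation of all tested compounds plus 3 SD, per screening run, cut at about 20% in these data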;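 also: signal is peak over basal fluorescence ratio across a 100 second FLIPR read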
OXTR potentiate: human OXTR potentiation; activation, % at 3 µM; CHO-OTR cells, Fluo-8 calcium fluorescence, potentiator mode; 0% = oxytocin EC15, 100% = EC100; 320,000 tested, 0.061% active;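 active = activation above that plate's cutoff, the mean activation of tested compounds plus 3 SD, cut at about 6.6% in these data, passing the limit was not always enough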;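 also: 100% uses oxytocin at 75 nM as the full agonist control; some results filed as inactive read as strong as hits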
Target sequence (P30559 whole entry, looked up): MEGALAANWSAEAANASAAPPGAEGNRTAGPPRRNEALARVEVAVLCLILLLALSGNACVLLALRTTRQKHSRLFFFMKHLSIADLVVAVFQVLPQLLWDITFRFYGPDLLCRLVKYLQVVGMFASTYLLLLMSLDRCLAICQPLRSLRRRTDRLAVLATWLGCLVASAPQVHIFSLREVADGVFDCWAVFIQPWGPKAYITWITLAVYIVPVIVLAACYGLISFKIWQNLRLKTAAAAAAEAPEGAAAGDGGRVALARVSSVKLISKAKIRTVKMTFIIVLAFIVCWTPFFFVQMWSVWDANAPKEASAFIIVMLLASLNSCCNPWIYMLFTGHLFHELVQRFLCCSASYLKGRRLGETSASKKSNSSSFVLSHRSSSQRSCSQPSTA
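Replication – single well per compound, singlicate · Assay system – CHO cell line stably expressing human OTR · Timing – 6 min pre-incubation, 100 s read · Measure – normalized max/min fluorescence ratio, % activation · Doses – 3.0 µM, one dose · Detection – Fluo-8 calcium dye fluorescence · Probe or stimulus – oxytocin near EC15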
GalR3 antag: antagonists of human GalR3. HEK293 GalR3-CNG cAMP membrane potential fluorescence; galR3 body fused to GalR1 C-terminus. inhibition, % at 3 µM. O60755. 360,000 tested, 0.44% active;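 active = inhibition above the screen-wide average plus 3 SD, cut at about 13% in these data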;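 also: forskolin and galanin both at EC90 stimulate the cells; cAMP rise reported by CNG channel membrane potential dye signal; 0% = forskolin plus galanin with DMSO and 100% = forskolin alone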
PfM18AAP inh: blocks P. falciparum M18 aspartyl aminopeptidase | AID 1822 | recombinant PfM18AAP, H-Glu-NHMec fluorogenic cleavage | 290,000 tested, 1.2% active | inhibition, % at 7.35 µM;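 active = inhibition above the campaign mean inhibition over all tested compounds plus 3 SD, cut at about 28% in these data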;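 also: 0% = plate median of test compound wells and 100% = 2 mM ZnCl2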
OXTR ag: activates the human oxytocin receptor | 320,000 tested, 0.32% active | activation, % at 3 µM | CHO-OTR cells, Fluo-8 calcium fluorescence; normalized: DMSO 0%, oxytocin 100% | P30559 | AID 2435;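 active = activation above the mean of all tested compounds plus 3 SD, cutoff set per screening run, cut at about 20% in these data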;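 also: peak over basal fluorescence ratio from a 100 s FLIPR kinetic read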
MEKK2wt PB1 HTS: raises or lowers MEK5 binding to wildtype human MEKK2 PB1 domain. Q9Y2U5. bead flow cytometry, Alexa488-MEK5 binding to MEKK2 WT; actives lie on both sides. binding response (% of control), % at 10 µM. 290,000 tested, 1.1% active. AID 1531; in the data active = binding response below about 67% or above about 130%
The depositor's hits bear a star; . = not tested or not shown.

SMILES	NALP1 yeast inh	GPR7 antagonist	MEKK2mut PB1 HTS	V1aR counter	OXTR potentiate	GalR3 antag	PfM18AAP inh	OXTR ag	MEKK2wt PB1 HTS
O=C(CCc1nnc(-c2ccc3c(c2)OCO3)o1)N(Cc1ccncc1)CC1CCCO1 (configuration not stated)	13	-6	-11	-0.5	-9	-2	-5	-0.1	93
CN(C)c1nc(C(=O)Nc2ccccc2)nc(N(C)C)n1	32	-1	5	-1.1	-11	-2	-6	-2.3	104
CC(=O)N1CCN=C1SCc1ccc(C(F)(F)F)cc1	-84	8	-7	0.0	-7	1	-6	-0.3	98
CCCCN(C(=O)CNC(=O)c1ccco1)C(C(=O)NC1CCCCC1)c1ccc(OC)cc1OC (configuration not stated)	5	-2	-4	0.7	-2	-3	-14	-0.9	98
COc1ccc(C2CC(=O)C(C3NCCc4ccccc43)=C(O)C2n2cncn2)cc1 (configuration not stated)	-37	-1	-47	-0.2	-14	-2	9	0.5	102
C/C(=N/NC(=O)c1ccccn1)c1ccc(O)cc1	-13	12	-18	-0.7	-10	-4	-1	1.3	95
Cc1cccc2c(=O)c(Br)c(C)n(Cc3ccccc3)c12	13	-15	-6	0.4	-7	1	-1	-0.7	88
S=C(NCc1cccnc1)Nc1ccc(Cl)c(Cl)c1	-2	15	5	14	-13	-2	8	15	106
CCC1CCCCN1C(=O)C1CC(c2cc(Cl)c(OC)cc2OC)=NO1 (configuration not stated)	1	-7	-1	0.5	-9	0	-6	0.0	99
C[C@H]1COC(=O)[C@@H](CC(=O)OC(C)(C)C)C/C=C\C[C@@H](CC(=O)N[C@H](CO)Cc2ccccc2)C(=O)N1	.	.	.	1.0	0	-3	.	1.3	.
Cc1cccc(C(=O)NNC(=O)c2c(O)c3ccccc3n(C)c2=O)c1	1	-3	-6	10	-14	-9	8	2.5	92
Cc1[nH][nH]c(=O)c1C=NCc1cccs1	-7	-15	-2	0.3	-4	-3	-2	0.0	95
O=C(O)CCCC(=O)Nc1ccc(OCc2nc3ccccc3s2)cc1	-2	2	-5	1.5	-13	7	13	-1.2	95
COc1ccc(-n2c(COc3cccc(C)c3)nnc2SCC(=O)NCc2ccco2)cc1	28	18	-1	0.7	-19	2	-9	-1.2	95
Cc1cc(C)cc(OCCCC(=O)O)c1	.	-10	-9	1.1	-10	0	-7	-1.0	87
O=C(CCCCCNC(=O)c1ccccc1Br)N=Nc1c(O)[nH]c2ccccc12	13	0	3	-0.7	-2	-3	-4	-0.9	103
CCCOc1cc(C)c(Cl)cc1S(=O)(=O)N(CC)CC	-69	-5	2	-1.7	-9	-8	-6	-1.6	105
COCCN(CCOC)S(=O)(=O)c1ccc(/C(O)=C(\C#N)c2nc3ccccc3[nH]2)cc1	0	14	-7	0.1	-7	-3	-4	-0.9	90
COc1ccc(C(=O)NC(C)c2nnc(SCC(=O)NC3CCCCC3)n2C)cc1 (configuration not stated)	3	-5	-5	0.1	-4	-9	-2	-0.3	98
Cc1cccc(C)c1Nc1ncnc2ccccc12	9	-9	0	9.1	2	5	1	0.9	103

Molecules from the list above with a halogen (6):
SMILES	NALP1 yeast inh	GPR7 antagonist	MEKK2mut PB1 HTS	V1aR counter	OXTR potentiate	GalR3 antag	PfM18AAP inh	OXTR ag	MEKK2wt PB1 HTS
CC(=O)N1CCN=C1SCc1ccc(C(F)(F)F)cc1	-84	8	-7	0.0	-7	1	-6	-0.3	98
Cc1cccc2c(=O)c(Br)c(C)n(Cc3ccccc3)c12	13	-15	-6	0.4	-7	1	-1	-0.7	88
S=C(NCc1cccnc1)Nc1ccc(Cl)c(Cl)c1	-2	15	5	14	-13	-2	8	15	106
CCC1CCCCN1C(=O)C1CC(c2cc(Cl)c(OC)cc2OC)=NO1 (configuration not stated)	1	-7	-1	0.5	-9	0	-6	0.0	99
O=C(CCCCCNC(=O)c1ccccc1Br)N=Nc1c(O)[nH]c2ccccc12	13	0	3	-0.7	-2	-3	-4	-0.9	103
CCCOc1cc(C)c(Cl)cc1S(=O)(=O)N(CC)CC	-69	-5	2	-1.7	-9	-8	-6	-1.6	105

The listing continues:
SMILES	NALP1 yeast inh	GPR7 antagonist	MEKK2mut PB1 HTS	V1aR counter	OXTR potentiate	GalR3 antag	PfM18AAP inh	OXTR ag	MEKK2wt PB1 HTS
CCOC(=O)N1CCN(CC(O)COCc2ccc(OC)c(OC)c2)CC1 (configuration not stated)	29	-3	-2	0.6	6	-5	-13	1.1	103
Cn1cccc1/C=C1\SC(=S)N(NC(=O)c2ccccc2O)C1=O	7	-4	3	1.9	-5	-4	5	0.8	99
CCCCOc1ccc(C(=O)NNC(=O)c2cnccn2)cc1OC	.	.	.	-0.7	-4	-6	.	1.1	.
CC(Sc1nc2ccccc2s1)C(=O)Nc1ccc2c(c1)OCO2 (configuration not stated)	36	4	-2	0.7	0	.	2	-1.4	92
CC(Sc1nc(O)c(-c2ccccc2)c(=O)[nH]1)C(=O)Nc1ccc(Cl)cc1 (configuration not stated)	3	-13	4	0.3	-4	-5	-3	0.6	100
COc1ccc(CNC(=O)C2CCN(C(=O)N3CCOc4ccc(C)cc43)CC2)cc1	-17	4	3	1.4	-3	-2	-13	0.2	103
CCOC(=O)C1=C(CC)Nc2ccccc2N/C1=N\S(=O)(=O)c1cc(Br)ccc1Br	3	-14	-7	.	.	-6	-4	.	90
CCOC(=O)c1sc(NC(=O)CNCc2ccccn2)c(C(=O)OCC)c1C	6	-16	5	-0.7	-4	-4	0	-1.5	105
COc1ccc(C(=O)NCCOc2ccccc2)cc1S(=O)(=O)N1CCOCC1	.	.	.	0.7	-1	3	.	0.0	.
OCCN1CCN(C(=S)NC2CCCC2)CC1	4	-19	2	-0.5	-14	-5	-12	0.2	100
O=C(Cn1c(=O)c(=O)n(Cc2ccccc2)c2ccc(Cl)cc21)Nc1cccc(F)c1	20	5	2	0.5	-2	0	9	0.9	94
O=C(N=C1c2ccccc2CN1c1ccc(F)cc1)c1ccc(Cl)nc1	12	4	2	0.0	-1	-11	4	-0.7	99
Cc1nn(CC(=O)Nc2ccc(S(=O)(=O)N(C)C)cc2)c(C)c1[N+](=O)[O-]	.	-1	3	0.9	2	-3	-7	1.4	96
O=C(NCCc1ccccc1)C1(c2ccccc2)CCCC1	17	-13	2	-1.7	1	-12	2	-1.7	106
CCOC(=O)c1ccc(COc2nc3ccccc3nc2-c2ccccc2NC(C)=O)o1	18	-9	-9	0.4	-10	0	-9	0.1	92
Cc1ccccc1NC(=S)N1CCN(c2ccccc2C)CC1	28	0	1	-0.3	-7	-12	-3	-0.8	105
CCOC(=O)N1CCC(NC(=O)c2cc(C(=O)Nc3cccc(OC)c3)ccc2CO)CC1	13	0	5	0.1	-20	5	-1	-0.6	111
CC1=CC(C)(C)N(S(=O)(=O)c2ccc(C)cc2)c2ccc(C)cc21	-7	14	-1	-0.8	-9	-17	-5	-1.3	96
CC(C)Cn1c(N)c(C(=O)COC(=O)c2ccccc2F)c(=O)n(C)c1=O	-8	17*	-4	8.8	-15	-8	0	12	84
CCn1c2ccc(C)cc2c2n[nH]c(=S)nc21	0	-16	3	-0.6	5	-1	9	-0.6	109
O=C(CN(C(=O)CCC(=O)Nc1ccccn1)c1ccc2c(c1)OCCO2)NCCc1ccccc1	7	.	18	0.4	-4	-1	.	-0.5	104
O=c1nc2s/c(=C\c3ccco3)c(=O)n2nc1Cc1ccccc1	23	-9	-8	0.0	-4	.	19	-0.2	94
C[C@H]1COC(=O)[C@@H](Cc2ccc(F)cc2)C/C=C\C[C@H](CC(=O)NCCO)C(=O)N1	.	.	.	0.8	-7	-4	.	0.5	.
Cc1ccc(-c2noc(CSc3nnc(Cc4cccs4)n3-c3ccccc3)n2)cc1	28	-7	-6	1.8	-7	-3	7	1.6	95
C/C(=N\Nc1cccc(C(=O)O)c1)c1cc2ccccc2o1	-8	-17	-3	0.2	-22	-5	14	3.2	94
CC(=O)Nc1ccc(S(=O)(=O)N(C)CC(=O)OCC(=O)Nc2ccc3c(c2)OCO3)cc1	20	1	-2	-0.5	-6	0	3	-0.4	93
CC(NC(=O)COC(=O)CC(c1ccccc1)c1ccccc1)c1ccccc1 (configuration not stated)	23	-4	11	1.7	-16	-8	3	-1.0	99
COc1ccc(C(=O)O)cc1S(N)(=O)=O	-2	-6	-5	0.8	-3	-4	-10	0.6	99
O=C(COC(=O)CNC(=O)C1CCCCC1)Nc1ccccc1	.	.	.	13	0	-7	.	0.9	.
COc1cccc(-n2cc(CN(C)Cc3nc(Cc4ccccc4)no3)cn2)c1	-8	-8	-4	1.0	-1	-7	3	-1.6	97
Cc1ccc(S(=O)(=O)N(C)C[C@@H]2Oc3ccc(NS(C)(=O)=O)cc3CC(=O)N([C@H](C)CO)C[C@@H]2C)cc1	.	.	.	1.4	0	1	.	1.0	.
NC(=O)NCCN1CCN(c2ncc(C(F)(F)F)cc2Cl)CC1	-9	-6	-4	0.5	-12	-7	1	0.5	97
Cc1nn(-c2ccccc2)c(C)c1C=O	1	-6	7	-0.2	-6	-6	-3	0.4	104
CCOc1cc(C#N)ccc1OCC(=O)N1CCc2ccccc2C1	-13	-12	2	0.1	-2	-8	4	-1.5	103
O=C(O)c1ccccc1-n1c2ccccc2c2ccccc21	21	-6	11	0.2	-14	-11	-4	-0.8	91

Laid out differently: entries from further up
Values run as follows: NALP1 yeast inh	GPR7 antagonist	MEKK2mut PB1 HTS	V1aR counter	OXTR potentiate	GalR3 antag	PfM18AAP inh	OXTR ag	MEKK2wt PB1 HTS
Cc1nn(-c2ccccc2)c(C)c1C=O
 : 1	-6	7	-0.2	-6	-6	-3	0.4	104
CCOc1cc(C#N)ccc1OCC(=O)N1CCc2ccccc2C1
 : -13	-12	2	0.1	-2	-8	4	-1.5	103
